GLP1R ag = agonists of human GLP-1 receptor; P43220; HEK293 GLP-1R CRE-luciferase, luminescence, 4-6 h; cells express a hypersensitive GLP-1R form; AID 624172; 380,000 tested, 0.007% active; Potency, µM (titrated, usually from 45.6 µM), for inactives: at the highest dose activation, actives largely listed as activators; note: % of control where 0% means no effect
Target sequence (P43220 whole entry, looked up): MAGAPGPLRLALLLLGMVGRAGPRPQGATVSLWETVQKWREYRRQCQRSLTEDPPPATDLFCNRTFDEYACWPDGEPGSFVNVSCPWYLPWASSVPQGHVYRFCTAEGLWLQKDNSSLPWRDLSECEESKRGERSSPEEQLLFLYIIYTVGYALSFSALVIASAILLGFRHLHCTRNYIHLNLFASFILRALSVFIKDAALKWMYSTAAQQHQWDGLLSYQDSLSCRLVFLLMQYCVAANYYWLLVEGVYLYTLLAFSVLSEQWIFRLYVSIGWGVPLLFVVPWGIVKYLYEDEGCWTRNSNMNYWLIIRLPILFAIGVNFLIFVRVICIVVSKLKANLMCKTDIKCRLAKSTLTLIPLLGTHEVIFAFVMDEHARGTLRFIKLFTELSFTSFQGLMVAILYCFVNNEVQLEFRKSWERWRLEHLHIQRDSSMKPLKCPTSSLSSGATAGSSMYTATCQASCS
HT1080NT lethal = kills 2HG-producing HT-1080-NT fibrosarcoma cells | Potency, µM (highest dose often 46.1 µM), for inactives: at the highest dose activity, negative = less viability, most hits filed as cytotoxic | 360,000 tested, 1.6% active | HT-1080-NT fibrosarcoma viability, CellTiter-Glo ATP luminescence, 48 h;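 note: NT is the 2HG producing partner of a matched IDH1 knockdown line; 0% = DMSO-treated cells and -100% = media-only wells without cells; nearly all actives have a fitted effect of over 55% in size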
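Fibrosarcoma NT cells, 750 per well in 5% FBS RPMI, were exposed to compound for 48 hours. Viability: CellTiter-Glo luminescence.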
GLP-1R inv ag = inverse agonists of human GLP-1 receptor; HEK293 GLP-1R CRE-luciferase, luminescence, 24 h; GLP-1R form is constitutively active; P43220; Potency, µM (top dose mostly 38.3 µM), for inactives: at the highest dose activity change, negative = inhibition, actives largely listed as inhibitors; AID 624417; 410,000 tested, 1.6% active; note: % is set by controls: 0 for no effect and ±100 for the full control effect; nearly all actives have a fitted effect of over 55% in size
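HEK293 cells stably co-expressing constitutively active GLP-1R and a cAMP-responsive luciferase reporter were seeded in DMEM with 10% Nu serum, given compounds after 12 h, and incubated 24 h at 37 deg C. Luminescence was then read.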
KB-3-1 tox = KB-3-1 parental cell cytotoxicity. Potency, µM (highest dose often 46.1 µM), for inactives: top-dose activity change, negative = cytotoxic, actives largely listed as cytotoxic. AID 1347075. KB-3-1 viability, CellTiter-Glo ATP luminescence, 72 h. 400,000 tested, 1.4% active; note: % is set by controls: 0 for no effect and ±100 for the full control effect; nearly all actives have a fitted effect of over 60% in size
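Luminescent ATP read-out (CellTiter-Glo) measures survival of drug-naive KB-3-1 cells after 72 h compound exposure at 37 °C. Titration series was screened from lowest to highest concentration, with DMSO vehicle plates as background controls.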
HEK293 tox = cytotoxicity in counter-screen for GLP-1R inverse agonists | Potency, µM (top dose mostly 38.3 µM), for inactives: at the top dose activity change, negative = inhibition, usual class: inhibitors | 410,000 tested, 0.13% active | HEK293 cAMP-luciferase reporter cells, luminescence, 24 h;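 note: loss of luciferase light is scored as toxicity; % is set by controls: 0 for no effect and ±100 for the full control effect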
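A 23 nL compound transfer followed 12 hours of cell culture at 37 deg C; exposure then lasted 24 hr. Luciferase assay detection reagent was dispensed and plates read for luminescence after a 12 min room-temperature wait.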
SW480 rereplic = induces DNA re-replication in SW480 colon adenocarcinoma cells; Potency, µM (titrated, usually from 46.1 µM), for inactives: at the highest dose re-replication activation, hits mostly activators; 340,000 tested, 1.8% active; SW480 DNA re-replication, Hoechst DNA content imaging, 48 h; note: % of control where 0% means no effect; nearly all actives have a fitted effect of over 55% in size
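Treated cells incubate 48 hr (37 C, 5% CO2), are stained 40 min with Hoechst, and nuclear fluorescence is enumerated; a rise in nuclei with high DNA signal marks re-replication.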
KB-V1 cytotox = KB-V1 MDR subline cytotoxicity; 400,000 tested, 3.4% active; KB-V1 MDR cells viability, CellTiter-Glo, 72 h; Potency, µM (highest dose often 46.1 µM), for inactives: at the top dose activity change, negative = cytotoxicity, usual class: cytotoxic; note: % is set by controls: 0 for no effect and ±100 for the full control effect; nearly all actives have a fitted effect of over 60% in size
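KB-V1 cells (P-gp-expressing MDR subline of KB-3-1) in phenol-red-free DMEM with 10% FBS were exposed to library compounds over a concentration series for 72 h at 37 degrees C. Viability read by CellTiter-Glo luminescence; concentration-effect curves fitted after normalization.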
TDP43 rescue = TDP-43 toxicity inhibition in yeast | TDP-43 expressing yeast growth rescue, BacTiter-Glo, 24 h | Potency, µM (top dose mostly 46.1 µM), for the others: at the highest dose growth rescue (activation), usual class: activators | 410,000 tested, 1.8% active; note: % of control where 0% means no effect; nearly all actives have a fitted effect of over 50% in size
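Galactose-induced TDP-43 yeast, OD600=0.02, compound pinned; 24 hr, 30 deg C; BacTiter-Glo luminescence for growth. Inhibitors of TDP-43 toxicity read as activators.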
HT1080 IDH1KD tx = kills HT-1080 cells with IDH1 knockdown; Potency, µM (titrated, usually from 46.1 µM), without a hit: at the top dose activity, negative = toxicity, usual class: cytotoxic; 360,000 tested, 2% active; HT-1080 IDH1 knockdown viability, ATP luminescence, 48 h;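 note: 0% = DMSO wells and -100% = cell-free medium wells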
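Viability of IDH1-knockdown HT-1080 fibrosarcoma cells was assessed by CellTiter-Glo after 48 h at 37 °C with titrated compound; concentration-effect curves were classified by fit quality and response size.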
Starred values were filed as active, the others as inactive; ? = inconclusive; . = no result given; & = joins results of further samples; [ ] = another dose, or the depositor's remark. Calls come from the whole dose curve; as a rule, active = well fitted curve in the direction sought with a large enough effect; inconclusive = small, poorly fitted or top-dose-only effect, or another doubt; inactive = no such curve, though single readings can be large; an effect the other way counts as inactive or inconclusive. Potency is the fitted concentration of half-maximal effect.

Sample of the layout (3 entries):
SMILES	GLP1R ag	HT1080NT lethal	GLP-1R inv ag	KB-3-1 tox	HEK293 tox	SW480 rereplic	KB-V1 cytotox	TDP43 rescue	HT1080 IDH1KD tx
Cc1c(NS(=O)(=O)c2cc(C(=O)NCC3CCCO3)cc(Cl)c2Cl)c(=O)n(-c2ccccc2)n1C (stereo not drawn)	-11%	-5%	-1%	10%	2%	0%	1%	-9%	-8%
Cc1ccc(C2Nc3ccccc3-n3c(-c4ccccc4)c4c(=O)n(C)c(=O)n(C)c4c32)o1 (stereo not drawn)	.	.	?	-6%	1%	.	2%	?	.
O=C1CCC(C(=O)OCC(=O)Nc2ccc(Cl)cc2C(F)(F)F)=NN1	-1%	?	-7%	?	2%	-13%	3%	-32%	-9%

Main list, from the start:
SMILES	GLP1R ag	HT1080NT lethal	GLP-1R inv ag	KB-3-1 tox	HEK293 tox	SW480 rereplic	KB-V1 cytotox	TDP43 rescue	HT1080 IDH1KD tx
Cc1c(NS(=O)(=O)c2cc(C(=O)NCC3CCCO3)cc(Cl)c2Cl)c(=O)n(-c2ccccc2)n1C (stereo not drawn)	-11%	-5%	-1%	10%	2%	0%	1%	-9%	-8%
Cc1ccc(C2Nc3ccccc3-n3c(-c4ccccc4)c4c(=O)n(C)c(=O)n(C)c4c32)o1 (stereo not drawn)	.	.	?	-6%	1%	.	2%	?	.
O=C1CCC(C(=O)OCC(=O)Nc2ccc(Cl)cc2C(F)(F)F)=NN1	-1%	?	-7%	?	2%	-13%	3%	-32%	-9%
COc1cc2cc(CCCOC(=O)c3ccc(Br)cc3)oc(=O)c2cc1OC	5%	-2%	17%	-4%	6%	9%[9.22 µM]	0%	13%	2%
CC1C/C(=C/c2cccn2C)C(=O)/C(=C/c2cccn2C)C1 (stereo not drawn)	5%	?	13µM*	-11%	93%[activator]	?	0%	13µM*	?
COc1cccc(C2c3[nH]c4ccccc4c3C[C@H]3C(=O)N(C)CC(=O)N23)c1 (stereo partly drawn)	3%	-2%	-29%	-4%	1%	-11%	-7%	15%	-8%
COc1ccccc1/C=C/C(=O)NCC(=O)N/N=C/c1cc(Br)ccc1OC	-15%	?	?	-7%	-23%	14%	?	8%	-7%[9.24 µM]
COc1cccc(N2CC(NC(=O)C(=O)c3c[nH]c4ccccc34)CC2=O)c1 (stereo not drawn)	0%	0%	?	25%	-17%	-7%	24%	0%	5%
Cc1ccc(NC(=O)c2nc(C)n(-c3ccc([N+](=O)[O-])cc3)n2)cc1	11%	2%	9%	21%	4%	-3%	12µM*	-8%	13%
CCN(CC(=O)NC1CCS(=O)(=O)C1)S(=O)(=O)c1c(C)c(C)cc(C)c1C (stereo not drawn)	-23%	-7%	9%	-2%	15%	-3%	?	-27%	2%
COc1ccc2c(Cl)c(C(=O)NN3CCN(C)CC3)sc2c1	9%	-17%	17%[0.307 µM]	10%	-3%[0.307 µM]	-2%	-16%	1%	-23%
CCN(CC)CCN1C(=O)c2ccccc2NC1c1ccccc1F (stereo not drawn)	-1%	7%	-12%	1%	7%	0%	-28%	-10%	?
Cc1cc(C)nc(SCc2cc(=O)c(OC(=O)c3cccc([N+](=O)[O-])c3)co2)n1	-5%	-3%	2%	4%	1%	1%	?	-22%	-1%
c1ccc(Cn2nnc3c(NCC4CC4)ncnc32)cc1	9%	11%	10%	-6%	-19%	.	-7%	0%	2%
Cc1ccc(S(=O)(=O)Nc2nc(C)c(NC(=O)Nc3ccc(Cl)cc3Cl)s2)cc1	-2%	-2%	?	-2%	0%	-1%	16%	-6%	-2%
Cc1cc2c(cc1C)C(c1cc(Br)ccc1F)CC(=O)N2 (stereo not drawn)	1%	?	-4%	8.2µM*	?	?	13µM*	0%	?
O=C(Nc1ccccc1)Nc1ccccc1NS(=O)(=O)c1cccs1	0%	-1%	?	7%	-6%	2%	16%	-11%[0.397 µM]	1%
O=C(O)C1(O)C[C@H](O)C(O)[C@@H](O)C1 (stereo partly drawn)	-3%	23%	-7%	0%	-7%	1%	10%	20%	1%
CC1(C)Cc2c(C#N)c(SCc3ccccc3)nc(N3CCOCC3)c2CO1	40%	-25%	-32%	-9%	16%	-3%	?	1%	?
CCN(C(=O)COC(=O)c1cccnc1SC)C1CCS(=O)(=O)C1 (stereo not drawn)	-10%	13%	13%	10%	-9%	0%[9.22 µM]	0%	1%	9%
CC1=C(C)C(=O)N(CCC(=O)O)C1=O	1%	?	8%	14%	5%	-17%	8%	0%	0%
COc1cccc(C(O)c2nc(-c3cccc(C(C)C)c3)cs2)c1 (stereo not drawn)	2%	-21%	-25%	0%	-13%	.	6%	?	?
O=c1c(N=Nc2ccc(O)cc2)c(-c2ccccc2)[nH]n1-c1ccc([N+](=O)[O-])cc1	-13%	-24%	3%[0.307 µM]	-10%	3%[0.307 µM]	?	?	-6%	-17%
COc1ccccc1CCC(=O)OCC(=O)Nc1ccc(C(N)=O)cc1	4%	9%	-2%	8%	-2%	0%	7%	14%	7%
COc1cccc(CNC(=S)NC2CCCC2)c1	8%	3%	10%	-2%	-27%	-4%	-27%	21%	10%
SMILES	GLP1R ag	HT1080NT lethal	GLP-1R inv ag	KB-3-1 tox	HEK293 tox	SW480 rereplic	KB-V1 cytotox	TDP43 rescue	HT1080 IDH1KD tx
Cc1ccccc1NC(=O)CSc1nc(Nc2ccccc2)nc(N2CCOCC2)n1	-1%	-8%	-2%	10%	6%	?	-4%	-4%	-10%
O=C(NNC(=O)c1ccccc1Cl)c1cccs1	1%	20%	10%	-1%	0%	1%	?	2%	21%
Cc1ccccc1OCc1nc2ccccc2c(=O)n1/N=C/c1cn[nH]c1-c1ccc(Br)cc1	0%	-3%	19%	?	34%[activator]	?	7.3µM*	4%	-3%
CN1CCC(N(C)C(=S)Nc2ccc(SC(F)F)cc2)CC1	-7%	-1%	?	?	9%	?	?	6%	2%
Cc1cccc(N2C(=N)SCC2=O)c1C	1%	13%	-2%	?	-5%	-4%	?	22%	20%
Cc1ccc(S(=O)(=O)N2CCN(C(=O)N3CCOCC3)C2C)cc1 (stereo not drawn)	-3%	-27%	2%	1%	-6%	-11%	-21%	-24%	-1%
CC(C)c1ccc(CNc2n[nH]c(-c3ccco3)n2)cc1	.	.	4%	5%	9%	.	44%	?	.
COc1ccccc1Cc1c(-c2cccc(Br)c2)nc2ccc(Cl)cn12	10%	?	?	-5%	-8%	.	1%	?	?
O=C(NCCO)c1ccc2[nH]c3c(c2c1)CCCC3	15%	-1%	13%	20%	-6%	-7%	-16%	-1%	2%
O=C(Nc1nc2n(n1)C(c1ccc(F)cc1)C=C(c1ccc(Cl)cc1)N2)c1ccco1 (stereo not drawn)	.	.	-23%	-21%	116%[activator]	.	0%	0%[9.22 µM]	.
CC(NC(=O)Cc1ccc(S(=O)(=O)N2CCOCC2)s1)c1ccc(Cl)cc1Cl (stereo not drawn)	-7%	2%	?	9%	20%	1%	?	-7%	-7%
CCOc1ccc(NC(=O)N2CCOc3ccccc32)cc1	.	.	5%	16%	2%	.	5%	11µM*	.
CN(C)S(=O)(=O)N1CCN(CC(O)COc2ccc(-c3ccccc3)cc2)CC1 (stereo not drawn)	6%	-13%	?	-14%	2%	6%	-7%	7%	-7%
COc1ccc(OC)c(C2C(C(C)=O)=C(O)C(=O)N2CCN2CCOCC2)c1 (stereo not drawn)	-9%	1%	-7%	-5%	-1%	-5%	0%	19%	6%
Clc1nc(-c2ccccn2)nc2scc(-c3ccccc3)c12	1%	?	?	?	?	?	12µM*	?	?
Nc1nc(SCC(=O)c2ccc(F)cc2)n[nH]1	4%	2%	7%	21%	-2%	3%	0%	-8%	6%
Cc1cc(C)nc(N2CCN(CC(=O)NCc3ccccc3)CC2)n1	0%	-2%	0%	0%	-5%	-1%	2%	-12%	3%
CCNC(=S)Nc1c(C)n(C)n(-c2ccccc2)c1=O	-7%	2%	11%	7%	4%	-7%	?	0%	-1%
CCCCCCC(=O)Nc1nc(C)c(-c2csc(Nc3ccccc3OC)n2)s1	-2%	-6%	-22%	21%	3%	18%	?	6%	-14%
COCCn1c(Sc2ccc(C)cc2)nc2c1c(=O)[nH]c(=O)n2C	9%	-6%	50%[activator]	-20%	1%	-1%	?	1%	-7%
O=C1c2ccc3c4c(ccc(c24)C(=O)N1c1ccc(O)cc1)C(=O)N(c1ccc(O)cc1)C3=O	3%	-13%	14%[7.66 µM]	5%	3%[7.66 µM]	-2%	-8%	-2%[9.22 µM]	8%
CCOC(=O)CN1C(=O)C(=O)c2cccc(C)c21	1%	0%	2%	?	0%	0%	-24%	0%	2%
COc1cc(/C=N/NC(=O)c2ccc(COc3cc(C)ccc3C(C)C)cc2)cc(OC)c1O	17%	21µM*	2%	?	-8%	8%	?	0%	21µM*
Cc1[nH]c(=O)[nH]c(=O)c1NS(=O)(=O)c1ccccc1	-4%	19%	-1%	6%	-10%	-5%	-3%	8%	17%
O=C(CSc1nnc(COc2ccccc2)n1Cc1ccco1)c1ccc(F)cc1	4%	-10%	?	-24%	3%	-6%	?	13%	-8%
O=S(=O)(c1ccccc1)N(CC(F)(F)F)c1ccc(C(O)(C(F)(F)F)C(F)(F)F)cc1	-1%	?	?	0%&-28%	-25%	.	?	22µM*	?
COc1cc(NC(=O)c2sc(C)nc2C)c(OC)cc1NC(=O)c1ccccc1	7%	-3%	-6%	5%	-16%	-23%	5%	1%	10%
CC(=O)OC[C@@H]1CN(Cc2ccccc2)C[C@H](n2cnc3c(Nc4ccccc4)ncnc32)O1	-5%	-6%	10%	0%	-6%	.	0%	12%	1%
Cc1cc(NC(=O)COc2ccccc2C(N)=O)no1	12%	17%	0%	7%	0%	-7%	5%	-12%	20%
CC(C)CC(=O)Nc1ccnc(-c2ccncc2)n1	0%	0%	19%	-1%	1%	-123%[inhibitor]	18%	0%	9%

Compound activity: PubChem, National Center for Advancing Translational Sciences (NCATS)

The order is random; about 9.4% have a hit in one of these screens.
